Screening data deposited in PubChem by National Center for Advancing Translational Sciences (NCATS).
Pf Dd2 growth: inhibitors of Plasmodium falciparum Dd2 growth. P. falciparum Dd2 growth, SYBR Green, 72 h. Potency, µM (top dose mostly 28.9 µM), for the others: top-dose activity, negative = inhibition, usual class: inhibitors. hit rate 4.3% among 120,000; active = well fitted inhibition curve with a large enough effect; inconclusive = small, poorly fitted or top-dose-only effect; inactive = no such curve, though single readings can be large or run the other way;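 also: plate controls were DMSO vehicle for no effect and reference drug for full effect; nearly all actives have a fitted effect of over 65% in size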
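Infected erythrocytes (Dd2, 0.3% parasitemia, 2.5% hematocrit final) are added to compound in RPMI-1640/Albumax II medium, grown 72 h at 37C in low oxygen, then lysed with saponin/Triton-X containing SYBR Green and read by fluorescence.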
Active calls of the source: *; i = inactive; ? = inconclusive; [ ] = another dose, or the depositor's remark. Potency is read from the fitted curve at half-maximal effect.

SMILES | Pf Dd2 growth
O=C(Cn1ccn2nc3c(c2c1=O)CCCCC3)NCc1ccc(Cl)cc1 | 27%
COC(=O)c1c(SCC(=O)Nc2ccccc2C(F)(F)F)[nH]c2ccc(Cl)cc2c1=O | 33%
CCC(C)Nc1oc(-c2ccc(COc3ccc(Cl)cc3)o2)nc1C#N (stereo not drawn) | ?
O=C(CSc1nnc2[nH]c(=O)cc(-c3ccccc3)n12)Nc1cc(C(F)(F)F)ccc1Cl | 19%
Cc1cc(C)cc(NC(=O)CSc2nncn3c2cc2occc23)c1 | ?
CC(c1cccs1)N(C)Cc1cccn1C (stereo not drawn) | 6%[44.1 µM]
CN1C(=O)C2(CCN(C(=O)c3ccc(Cl)cc3)C2)c2ccccc21 (stereo not drawn) | -21%
COc1ccc(NC(=O)[C@@H]2C[C@H](c3cccc(C(F)(F)F)c3)N(Cc3cnn(C)c3)C2)cc1 | i
COc1ccc(Cn2c(C3CCN(C(=O)Cc4ccsc4)CC3)n[nH]c2=O)cc1 | i
O=C(NCc1c[nH]c2ncccc12)c1ccncc1 | ?
Cc1ccc(-c2nc(C3CC(=O)N(c4ccc(F)cc4)C3)no2)cc1C (stereo not drawn) | 54%[activator]
COc1cc(Nc2nc(-c3ccccc3)no2)cc(OC)c1OC | -4%
O=C(NC1CCCN(c2cc(-c3ccc(F)cc3)[nH]n2)C1)c1ccc2nc[nH]c2c1 (stereo not drawn) | -17%
CCOc1ccc(C2NC(=O)N(CC3CC3)C3=C2C(=O)OC3)cc1 (stereo not drawn) | -19%
CCOc1ccc(NC(=O)C2CC(=O)N(c3n[nH]c4cc(Br)ccc34)C2)cc1 (stereo not drawn) | ?
COc1ccccc1N1CCN([C@@H]2[C@H](O)[C@H](CO)O[C@@H]2CNS(C)(=O)=O)CC1 | 22%
c1ccc(CCCN2CC[C@H](c3nc4ccccc4[nH]3)C2)cc1 | i
O=C(NC1CC1)[C@@H]1C[C@H](Oc2ccccc2)CN1C(=O)c1ccccn1 | 7%
O=C(c1ccccn1)N1CCCC(n2cc(-c3nc(-c4ccccc4)no3)nn2)C1 (stereo not drawn) | ?
O=C(NC1CCN(c2cc(-c3ccc(F)cc3)[nH]n2)C1)c1ccc(Br)o1 (stereo not drawn) | 0%
COc1ccc(-c2ccnc3nc(CCc4ccc(OC)c(OC)c4)nn23)cc1 | -12%
Cc1nc(CCC(=O)N(C)CC2CCN(CCc3cccc(F)c3)CC2)n[nH]1 | -3%
COc1ccc(OC)c(NC(=O)c2c(N3CCCC3=O)c3cc(OC)ccc3n2C)c1 | i
CN(C)[C@@H]1CN(Cc2ccncc2F)CC[C@@H]1CNC(=O)C1CC1 | -21%
CN(C1CCCCC1)S(=O)(=O)c1ccc2c(c1)c(=O)c(C(=O)N1CCN(c3ccc(F)cc3)CC1)cn2C | 60%[activator]
CCc1ccc(C(=O)NC2CCN(c3ccccc3)C2=O)cc1 (stereo not drawn) | ?
CC(=O)c1cccc(NC(=O)c2nc(-c3ccccc3)n(-c3ccccc3)n2)c1 | ?
O=C(CCC1N=C2c3ccccc3N=C(SCc3cccc(Cl)c3)N2C1=O)N1CCN(c2ccccc2)CC1 (stereo not drawn) | 11µM*
COc1ccc(OC)c(-c2noc(CSc3nnc(-c4ccccc4)n3-c3ccccc3)n2)c1 | ?
Cc1cc(C)c(/C=C/c2onc(C)c2S(=O)(=O)N2CCC(C(=O)NCCc3ccccc3)CC2)c(C)c1 | ?
COCc1nc(C2CCCN(C(=O)Cc3cccc(F)c3)C2)no1 (stereo not drawn) | 46%[activator]
CCCC1(C(=O)O)CCCN(C(=O)c2cccnc2OCC)C1 (stereo not drawn) | -4%
Cc1ccc(C2Cn3nnc(C(=O)N4CCN(C(=O)c5ccccn5)CC4)c3CO2)cc1 (stereo not drawn) | i
OC1(CN2CCCCC2)CCN(c2nc3ccccc3s2)C1 (stereo not drawn) | i
Cc1ccc(NC(=O)C2CCCN2S(=O)(=O)c2ccc3c(c2)CCCC(=O)N3)cc1C (stereo not drawn) | 36%[activator]
CCN(Cc1ccccc1)C(=O)CN1C(=O)COc2ccc(S(=O)(=O)N(CC)CC)cc21 | -21%
Cc1ccccc1S(=O)(=O)N1CCC(CCC(=O)N2CCc3ccccc3C2)CC1 | i
CCc1nc2c(c(-c3ccc(O)cc3)n1)CCN(Cc1ccncc1)CC2 | i
CCCCNC(=O)C1(c2ccc(NC(=O)C(C)C)cc2)CCCCC1 | ?
O=C(NC1CCCCC1)N1C2CCC1CN(C1CCNCC1)C2 | 6%
CC(=O)c1cccc(Nc2ccc3cc(S(=O)(=O)N4CCC(C)CC4)ccc3n2)c1 | i
O=C(NCc1ccc(F)cc1)C1CCc2nnc(C3CCN(C(=O)c4cccnc4)CC3)n21 (stereo not drawn) | 3%[44.1 µM]
CCCCCNc1ncnc2c1CN(c1ccccc1)C(=O)N(C)C2 | -5%[44.1 µM]
Cc1ccc(NC(=O)N2CCN(c3cc(-c4noc(C)n4)ccc3C)CC2)c(F)c1 | ?
O=C(Cc1csc2ccccc12)NCc1ccc(F)cc1 | -26%
Cc1ccc(OCCC2CCN(C(=O)Nc3cccc(C)c3)C2)cc1 (stereo not drawn) | i
O=C(NC1CCCC1)c1ccc(CN2C(=O)NC3(CCS(=O)(=O)CC3)C2=O)cc1 | -13%
C[C@@H]1C(=O)O[C@H]2[C@H]1CC[C@@]1(C)Cc3sc(NCc4ccccc4)nc3[C@@H](C)[C@H]21 | -18%[44.1 µM]
Cc1cccnc1CN(C)c1cc(C2CC(O)C2)ncn1 (stereo not drawn) | 13%
CCOC(=O)c1cc(-c2ccc(OC)cc2)nn1Cc1ccccc1 | -1%
COCC(=O)NC1CCC12CCN(S(=O)(=O)c1c(C)noc1C)CC2 (stereo not drawn) | -17%
COc1ccccc1-c1onc(C)c1C(=O)NCCc1cccc(Cl)c1 | i
CC(=O)Nc1ccc(NC(=O)CCNS(=O)(=O)c2cccc3nsnc23)cc1 | 13%
CCC(=O)N1CCc2oc(C)c(C(=O)NCCN(C)C)c2C1 | i
CC(=O)c1ccc(NC(=O)CC(c2cccs2)N2Cc3ccccc3C2=O)cc1 (stereo not drawn) | ?
O=C(C1CCCCC1)N1CCCC2(CC(c3ccccc3)=NO2)C1 (stereo not drawn) | -2%
Cc1ccc(C2c3c(-c4ccccc4O)n[nH]c3C(=O)N2CCCO)cc1 (stereo not drawn) | ?
CC(C)c1ccc(NC(=O)C2CCCN(S(=O)(=O)c3cccc4nonc34)C2)cc1 (stereo not drawn) | i
COC[C@@H]1CN(C(=O)c2c(C)noc2C)C[C@H]1c1ccncc1 | 34%
COc1ccc(-c2noc(-c3nc(-c4cccnc4)no3)n2)cc1 | i

Exported as comma-separated lines: 13 of the compounds above
SMILES,Pf Dd2 growth
C[C@@H]1C(=O)O[C@H]2[C@H]1CC[C@@]1(C)Cc3sc(NCc4ccccc4)nc3[C@@H](C)[C@H]21,-18%[44.1 µM]
Cc1cccnc1CN(C)c1cc(C2CC(O)C2)ncn1 (stereo not drawn),13%
CCOC(=O)c1cc(-c2ccc(OC)cc2)nn1Cc1ccccc1,-1%
COCC(=O)NC1CCC12CCN(S(=O)(=O)c1c(C)noc1C)CC2 (stereo not drawn),-17%
COc1ccccc1-c1onc(C)c1C(=O)NCCc1cccc(Cl)c1,i
CC(=O)Nc1ccc(NC(=O)CCNS(=O)(=O)c2cccc3nsnc23)cc1,13%
CCC(=O)N1CCc2oc(C)c(C(=O)NCCN(C)C)c2C1,i
CC(=O)c1ccc(NC(=O)CC(c2cccs2)N2Cc3ccccc3C2=O)cc1 (stereo not drawn),?
O=C(C1CCCCC1)N1CCCC2(CC(c3ccccc3)=NO2)C1 (stereo not drawn),-2%
Cc1ccc(C2c3c(-c4ccccc4O)n[nH]c3C(=O)N2CCCO)cc1 (stereo not drawn),?
CC(C)c1ccc(NC(=O)C2CCCN(S(=O)(=O)c3cccc4nonc34)C2)cc1 (stereo not drawn),i
COC[C@@H]1CN(C(=O)c2c(C)noc2C)C[C@H]1c1ccncc1,34%
COc1ccc(-c2noc(-c3nc(-c4cccnc4)no3)n2)cc1,i

Exported as labelled records: two of the compounds above
> COc1ccccc1-c1onc(C)c1C(=O)NCCc1cccc(Cl)c1
  Pf Dd2 growth: i

> CC(=O)Nc1ccc(NC(=O)CCNS(=O)(=O)c2cccc3nsnc23)cc1
  Pf Dd2 growth: 13%

More records
SMILES | Pf Dd2 growth
CC1=C(c2ccc(Cl)cc2)S(=O)(=O)NC1=NCc1ccc(C)cc1 | 4%
CN1CCCCCCN(S(=O)(=O)c2ccc3c(c2)CCC3)[C@H]2CCC[C@H]2C1=O | ?
CCC(CC)NC(=O)CC1CCCN(c2cnn(CC3CC3)c(=O)c2)C1 (stereo not drawn) | 14%
O=C1CC2(CCN(CC3CC3)CC2)Oc2ccccc2N1c1ccccc1 | i
COc1ccc(C(=O)N2CCc3ccc(C(=O)NC4CCCCC4)cc32)cc1 | ?
Cc1ccccc1NC(=O)c1ccc2[nH]c(C)c(C)c2c1 | ?
COCC(=O)N[C@H]1[C@H](O)[C@H](O)C[C@@H]1c1ccc(OC)cc1 | 8%[44.1 µM]
CC(C)CNC(=O)C1(CCO)CC12CCOCC2 (stereo not drawn) | -6%
COc1ccc(C(=O)NNc2ncnc3c2cnn3-c2cccc(Cl)c2)cc1OC | 15%
CCCN(CCC)C(=O)Cn1c(=O)n(CCCCCC(=O)NCc2ccc3c(c2)OCO3)c(=O)c2sccc21 | 8%
COc1ccc(C(=O)N2CCCN(c3cc(-c4ccc(F)cc4)[nH]n3)CC2)c(C)c1 | i
O=C(c1cc(C2CC2)[nH]n1)N1C[C@@H](CO)[C@H](c2ccccn2)C1 | i
CC(C)CCN1CCC(N2CCN(C(=O)c3cc(F)ccc3F)CC2)C1=O (stereo not drawn) | -12%
CCCn1nccc1C(=O)NCc1cccnc1Oc1ccc(C)nc1 | -4%
O=C(Cc1ccc(F)cc1)NC1CCN(c2cc(-c3ccc(F)cc3)[nH]n2)CC1 | i
Cc1c(Cl)ccc2sc(N3CCN(C(=O)CCS(=O)(=O)c4ccc(F)cc4)CC3)nc12 | 26%
O=c1n(Cc2ccccc2Cl)nc2n1CCCCC2 | 11%
COC(=O)c1cc(C)nc2c1c(=O)nc(SCc1cccc(C(F)(F)F)c1)n2C1CC1 | i
COc1cccc(CN2CC[C@H](c3nc4cc(Cl)ccc4o3)C2)c1 | i
CCCOc1ccc(CN2C[C@@H](CO)[C@H](C(=O)N(C)C)C2)cc1OC | ?
COc1ccc(Cl)cc1NC(=O)C1CN(S(C)(=O)=O)CC12CCCCC2 (stereo not drawn) | -12%
Cc1nc(C)c(C(=O)N2CCOc3ccc(CN4CCCCC4)cc3C2)s1 | -4%
Cc1c(C(=O)N2CC[C@](C)(O)[C@@H](O)C2)[nH]c2c(F)cccc12 | -12%
O=C(CSc1nc(-c2ccccc2)cn1-c1ccccc1)Nc1ccccc1 | -25%
Cc1ccc2c(CC(=O)N(Cc3ccc(N(C)C)cc3)Cc3ccco3)coc2c1C | 22%
CCOc1cc(CNC(=O)c2ccc3c(c2)N(C)C(=O)C2CCCCN32)cc(OCC)c1OCC (stereo not drawn) | -2%
O=C(NC1CC1)c1cc(C2CC2)nc2onc(C3CCNC3)c12 (stereo not drawn) | 1%
Cc1ccsc1[C@@H]1CCN(C(=O)c2ccc(-n3cnnn3)cc2)C[C@H]1O | -8%
CN1C[C@H](NCc2ccc(F)cc2)CCC[C@@H](C(=O)N(C)Cc2cccnc2)CC1=O | -15%[44.1 µM]
CCN(CC)c1ccc(C(=O)N2CCCC(n3cc(-c4nc(C)no4)nn3)C2)cc1 (stereo not drawn) | i
CCN1CCN(c2ncnc3c2cnn3-c2ccc(F)cc2)CC1 | 7%
COc1ccc(-c2nc3c(c(SCC(=O)N4CCCCC4)n2)Cc2cc(C)ccc2O3)cc1 | 20%
COCCNC(=O)[C@H]1CN2CCC1C[C@@H]2Cn1cc(C2(O)CCCCC2)nn1 (stereo partly drawn) | -12%[44.1 µM]
Cc1cc(C)n(-c2nc3cc(Cl)ccc3nc2N2CCN(c3ccccc3F)CC2)n1 | ?
Cc1ccccc1CNC(=O)CN(c1cccc(C)c1C)S(C)(=O)=O | 8%
O=C(NCc1cc2n(n1)CCNC2)C1CCCN(c2ccccn2)C1 (stereo not drawn) | -11%
Cc1nc2ccccc2n1CCC(=O)N1CCc2[nH]cnc2C1C(=O)O (stereo not drawn) | -1%
COc1ccc(OC)c(C(=O)CC2(O)C(=O)N(Cc3ccccc3C)c3ccccc32)c1 (stereo not drawn) | ?
CCOc1ccccc1NC(=O)Cn1c(=O)oc2ccccc21 | 3%
COC(=O)C(=O)N1CC[C@H]2NC(=O)N(c3cccc(OC)c3)C(=O)[C@H]21 | 29%[44.1 µM]
Cc1ccc(C(C)C)c(OCC(=O)Nc2cc(-c3nc4ccccc4[nH]3)ccc2C)c1 | 6.3µM*
Cc1ccc(S(=O)(=O)NC[C@H]2O[C@@H](CC(=O)NCc3ccc(F)cc3)[C@H](O)[C@@H]2O)cc1 | 21%
CCOCCNc1nc(N)nc2c1CCN(C(=O)C1(N)CCC1)CC2 | 8%
Cc1ccc2c(n1)N(C)[C@H](CO)CCN(Cc1ccc(F)cc1)C2 | -3%[44.1 µM]
CN1C(=O)CS(=O)(=O)C12CCN(C(=O)COc1ccccc1)CC2 | 9%
Cc1ccc(-c2noc(C3CCN(C(=O)CC(C)C)CC3)n2)nn1 | -5%
Cc1cccc(C(=O)N2CCC3(CC2)OCC(C(=O)NCC2CCCO2)N3C(=O)c2ccccc2)c1 (stereo not drawn) | ?
CCc1nc2c(c(-c3ccc(Cl)cc3)n1)CCN(Cc1ccc(F)cc1)CC2 | -10%
Cc1cccc(-n2ncc(C(=O)NCc3ccco3)c2C2CCN(C(=O)OC(C)(C)C)CC2)c1 | 11µM*
CCCN1C(=O)C(Cc2nc3ccccc3c(=O)n2-c2cccc(C)c2)c2ccccc21 (stereo not drawn) | ?
Cc1noc(C)c1CC(=O)N1CC2CC(C1)[C@H]1CCCC(=O)N1C2 (stereo partly drawn) | 3%

An excerpt. The share of hits here may be higher or lower than overall.
